mIAP block: blocks mouse intestinal alkaline phosphatase; inhibition, % at 10 µM; purified mouse IAP, CDP-Star luminescence, 30 min; hit rate 0.2% among 330,000; AID 2806;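 active = inhibition of at least 40% at 10 µM in the primary screen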;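 note: plate controls were DMSO with enzyme for no effect and no enzyme wells for full effect; values of inactives mirror those of a sister screen read the other way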
hIAP act: human IAP activation. P09923. purified human IAP, CDP-Star luminescence, 30 min; active compounds read high; 1 = vehicle-only enzyme, 0 = enzyme-free background. activation factor at 10 µM. hit rate 0.16% among 330,000. AID 2524;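 active = activation factor of the enzyme at least 2-fold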; note: the source names both 10 and 20 µM as test concentration; values of inactives mirror those of a sister screen read the other way
MPTP inh: permeability transition pore inhibition; hit rate 1.4% among 360,000; isolated mouse mitochondria, Ca2+ swelling absorbance, 30 min; inhibition, % at 10 µM;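 active = inhibition of 50% or more, scaled per plate between neutral and stimulator controls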;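 note: 0% = DMSO wells given calcium and 100% = 1 mM EGTA wells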
mIAP act: increases mouse intestinal alkaline phosphatase activity | muIAP, CDP-Star luminescence, 30 min; active compounds read high; 1 = vehicle-only enzyme signal, 0 = enzyme-free wells | hit rate 0.24% among 330,000 | activation factor at 10 µM;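 active = activation factor of at least 2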; note: the source names both 10 and 20 µM as test concentration; values of inactives mirror those of a sister screen read the other way
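Assay system: mouse IAP enzyme / Compound: DMSO-dissolved test compounds / Timing: 30 min, room temperature / Measured by: luminescence from enzymatic CDP-Star hydrolysis / Control set: DMSO-only wells, enzyme-free buffer wells as negative control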
APOBEC3A inh: blocks human APOBEC3A ssDNA deamination | hit rate 0.41% among 330,000 | inhibition, % at 20 µM | AID 493011 | recombinant A3A, FAM/TAMRA ssDNA deamination fluorescence;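 active = at least 40% inhibition at 20 µM here, with at most 30% in a related deaminase screen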;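 note: plate controls were A3A with DMSO for no effect and wells lacking A3A enzyme for full effect; some results filed as inactive read as strong as hits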
Target sequence (P31941 whole entry, looked up): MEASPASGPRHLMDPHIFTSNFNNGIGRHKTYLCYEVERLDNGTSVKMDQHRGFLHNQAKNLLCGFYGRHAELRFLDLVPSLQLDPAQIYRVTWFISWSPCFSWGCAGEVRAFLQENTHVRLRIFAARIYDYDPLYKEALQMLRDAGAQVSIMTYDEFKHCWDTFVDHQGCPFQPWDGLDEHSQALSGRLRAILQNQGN
A3G deaminase: APOBEC3G (human) deaminase inhibition. AID 493012. recombinant A3G, ssDNA deamination FAM/TAMRA fluorescence. Q9HC16. inhibition, % at 20 µM. hit rate 0.28% among 330,000;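 active = inhibition of at least 40% at 20 µM, with no more than 30% in the related APOBEC3A deaminase screen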;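 note: plate controls were DMSO wells with A3G for no effect and wells lacking A3G enzyme for full effect; some compounds called inactive have numbers as strong as hits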
Target sequence (Q9HC16 whole entry, looked up): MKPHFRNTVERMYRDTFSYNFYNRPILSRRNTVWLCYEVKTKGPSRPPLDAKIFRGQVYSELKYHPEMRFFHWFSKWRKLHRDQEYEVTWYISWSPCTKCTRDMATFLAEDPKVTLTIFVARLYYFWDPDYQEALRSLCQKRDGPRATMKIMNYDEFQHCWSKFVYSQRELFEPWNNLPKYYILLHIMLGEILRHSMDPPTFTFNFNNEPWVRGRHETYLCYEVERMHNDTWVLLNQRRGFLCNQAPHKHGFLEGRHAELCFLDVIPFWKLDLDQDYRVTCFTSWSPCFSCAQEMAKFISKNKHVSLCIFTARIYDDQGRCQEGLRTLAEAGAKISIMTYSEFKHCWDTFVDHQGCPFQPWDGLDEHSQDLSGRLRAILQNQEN
ATG4B inh: ATG4B (human) cysteine protease inhibition | ATG4B cleavage of LC3-PLA2, NBD-HPC fluorescence, 1 h | inhibition, % at 8.33 µM | hit rate 0.51% among 340,000; in the data active = inhibition above about 40%
Target sequence (Q9Y4P1 whole entry, looked up): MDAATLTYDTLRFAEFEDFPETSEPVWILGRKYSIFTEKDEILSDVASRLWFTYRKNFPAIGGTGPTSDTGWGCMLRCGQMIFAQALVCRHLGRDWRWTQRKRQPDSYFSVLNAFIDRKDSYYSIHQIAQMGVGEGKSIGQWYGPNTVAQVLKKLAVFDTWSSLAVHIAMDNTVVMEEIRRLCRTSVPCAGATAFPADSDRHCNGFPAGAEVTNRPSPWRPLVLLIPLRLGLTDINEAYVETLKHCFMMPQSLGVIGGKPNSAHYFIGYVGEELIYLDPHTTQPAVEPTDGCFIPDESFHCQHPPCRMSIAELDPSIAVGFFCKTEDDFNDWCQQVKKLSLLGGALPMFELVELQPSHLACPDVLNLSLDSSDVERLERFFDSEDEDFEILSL
hIAP block: blocks human intestinal alkaline phosphatase | P09923 | purified IAP, CDP-Star luminescence, 30 min | inhibition, % at 10 µM | hit rate 0.12% among 330,000 | AID 2544;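 active = inhibition reaching a set limit with compound at 10 µM in the primary screen, cut at about 35% in these data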;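 note: plate controls were DMSO wells with enzyme for no effect and no-enzyme buffer wells for full effect; values of inactives mirror those of a sister screen read the other way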
beta cell repl: induces beta-cell replication in MIN6 cells. MIN6 cells proliferation, ATPlite luminescence, 48 h; cells starved in 0.2% serum; 100% = growth in 10% serum. AID 2380. proliferation, % at 10 µM. hit rate 0.29% among 330,000;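 active = compounds whose signal lies at least 3.5 SD above the mean of all wells on their plate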;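 note: 0% = DMSO-treated cells in low-serum medium and 100% = 10% serum control; some compounds called inactive have numbers as strong as hits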
* marks the source's active call; other numbers are inactive results; · = not tested or not shown.

entry | smiles | mIAP block | hIAP act | MPTP inh | mIAP act | APOBEC3A inh | A3G deaminase | ATG4B inh | hIAP block | beta cell repl
1 | CCCCCCOC(=O)c1ccc(OC(=O)c2cccnc2)cc1 | 11 | 1 | 3.6 | 0.89 | 2 | 3 | -2 | -2 | -2
2 | O=C(c1ccc(Br)cc1)C(CN1CCOCC1)c1ccccc1 (stereo not given) | 0 | 1 | -1.1 | 1 | -7 | -11 | 4 | -2 | -7
3 | CC(=O)c1cc(C#N)c(SCC(=O)C(C)(C)C)nc1C | 8 | 0.94 | -2.0 | 0.92 | 3 | 2 | -10 | 6 | -1
4 | CCN(CC)c1ccc(C(=O)OCC(=O)N(C(C)C)C(C)C)cc1 | -4 | 1 | -0.1 | 1 | 1 | -5 | -8 | -4 | -2
5 | Cc1ccc(C(=O)Nc2nncs2)cc1S(=O)(=O)N1CCOCC1 | 5 | 0.99 | 0.7 | 0.95 | -2 | -3 | -11 | 1 | -1
6 | O=C(CN1CCN(c2ccccc2Cl)CC1)NC1CCCc2ccccc21 (stereo not given) | -5 | 1 | 3.9 | 1.1 | 2 | -6 | 6 | -2 | 0
7 | Cc1ccc2c(CSc3nnc(C4CC4)n3N)cc(=O)oc2c1C | 7 | 1.1 | 0.6 | 0.93 | -1 | -8 | -10 | -9 | -3
8 | O=C(O)CCN1C(=O)CC(N2C(=O)/C(=C/c3ccc(Cl)cc3)SC2=S)C1=O (stereo not given) | 23 | 0.83 | -1.5 | 0.77 | -3 | -7 | 0 | 16 | -2
9 | Nc1nc(-c2ccccn2)nc(N)c1Cc1c(F)cccc1Cl | 4 | 0.99 | -3.9 | 0.96 | -3 | -9 | 5 | 1 | -4
10 | CCC(=O)N1N=C(c2c(-c3ccccc3)c3cc(Cl)ccc3[nH]c2=O)CC1c1ccco1 (stereo not given) | 12 | 0.98 | -2.2 | 0.88 | -7 | -6 | 4 | 2 | -3
11 | Cc1cc(C)c(C)c(S(=O)(=O)Nc2ccc3cn[nH]c3c2)c1C | 4 | 0.89 | 1.1 | 0.96 | 2 | 8 | -23 | 11 | -6
12 | Cc1ccc(NC(=S)N2C3CCCC2CC(NC(=O)C2CC2)C3)cc1C (stereo not given) | -5 | 0.97 | 1.0 | 1 | -1 | -9 | 6 | 2 | -2
13 | COc1ccc(/C(N)=N/OC(=O)/C=C/c2ccccc2)cc1 | 1 | 0.81 | 1.0 | 0.99 | -4 | -9 | -12 | 18 | -3
14 | Cc1ccccc1C(=O)NC(=S)Nc1ccc(S(=O)(=O)N(C)c2ccccc2)cc1 | 19 | 1 | 0.7 | 0.81 | -4 | -4 | 48* | -1 | -3
15 | COc1cccc(C(=O)C2CCCN(Cc3cccc(-n4cccn4)c3)C2)c1 (stereo not given) | -1 | 0.94 | 1.8 | 1 | -5 | -5 | -4 | 6 | 0
16 | COc1cc(NC(=O)c2ccccc2-c2ccccc2)cc(OC)c1OC | 2 | 0.92 | · | 0.98 | 3 | 4 | · | 8 | -4
17 | CN1CCN(c2ccc(S(=O)(=O)N3CCCCC3)cc2NC(=O)CSCc2ccccc2)CC1 | -1 | 0.98 | -2.3 | 1 | 36 | 12 | -12 | 2 | -2
18 | COC(=O)c1sccc1NC(=O)CC1C(=O)NCCN1C(=O)Nc1ccc(C(F)(F)F)cc1 (stereo not given) | 9 | 0.86 | 5.4 | 0.91 | -2 | -5 | -20 | 14 | -1
19 | CN1CCN(c2ccc(S(=O)(=O)N3CCOCC3)cc2NC(=O)Cc2ccccc2F)CC1 | -1 | 0.84 | 2.4 | 1 | -5 | -10 | -8 | 16 | 10
20 | CN(Cc1ccco1)C(=O)CSc1nc(C2CC2)n(-c2ccccc2)n1 | -6 | 0.91 | -2.1 | 1.1 | 9 | 18 | -1 | 9 | 1
21 | CSc1ncccc1C(=O)OCC(=O)N1CCN(C(=O)c2ccco2)CC1 | -1 | 1 | -0.8 | 1 | 2 | 1 | 4 | -3 | -2
22 | COC(=O)C(C)Sc1nc2c(c(=O)[nH]c(=O)n2C)n1CCCc1ccccc1 (stereo not given) | 9 | 1.2 | 0.6 | 0.91 | 1 | -6 | -5 | -20 | -2
23 | COc1ccccc1N1CCN(CCCn2c(=S)[nH]c3ccccc3c2=O)CC1 | 5 | 1 | 0.5 | 0.95 | -1 | -7 | -3 | -2 | -3
24 | CC(C)(C)C(=O)NNC(=O)CCCOc1ccc(Cl)cc1Cl | -7 | 1.2 | 0.2 | 1.1 | -6 | -4 | -8 | -21 | -2
25 | COc1cc(-c2nnc(CSc3nnc4nc(C)cc(C)n34)o2)cc(OC)c1OC | 6 | 1 | -1.7 | 0.94 | -6 | 0 | 2 | -2 | 2

Going on with the list.
entry | smiles | mIAP block | hIAP act | MPTP inh | mIAP act | APOBEC3A inh | A3G deaminase | ATG4B inh | hIAP block | beta cell repl
26 | Cc1ccccc1Cn1cnc2c(NS(C)(=O)=O)c(C)c(C)cc21 | 0 | 0.86 | 0.3 | 0.99 | -1 | -4 | -7 | 14 | -2
27 | COc1ccc(C(=O)N2CCN(c3nnnn3-c3ccccc3)CC2)cc1OC | -7 | 0.97 | 0.6 | 1.1 | 0 | 2 | -8 | 2 | 1
28 | C=CCOc1ccc(Cl)cc1CNCCCN1CCOCC1 | -1 | 0.94 | 0.1 | 1 | 1 | -5 | 1 | 6 | -1
29 | COc1ccc(Nc2cc(C)nc(N3CCOCC3)n2)cc1 | -10 | 0.94 | -0.8 | 1.1 | -3 | -5 | 2 | 6 | 0
30 | CCOC(=O)c1cc(-c2ccccc2)n(CCC(=O)O)c1C | -7 | 1 | 0.2 | 1.1 | -3 | -7 | -4 | -3 | -1
31 | Cc1ccc(S(=O)(=O)c2c(C)nn(C(C)(C)C)c2OC(=O)C(C)C)cc1 | 5 | 1 | 2.5 | 0.95 | 1 | -5 | 2 | -2 | -3
32 | O=C(COC(=O)CCC(=O)c1ccc(F)cc1)Nc1ccc(Cl)cn1 | 1 | 1 | -0.6 | 0.99 | -2 | -1 | -6 | 0 | 3
33 | c1cncc(CNc2ncnc3ccc(-c4ccc5c(c4)OCO5)cc23)c1 | -4 | 1.2 | -0.5 | 1 | -1 | -1 | -8 | -23 | -1
34 | COc1cc(S(=O)(=O)NCc2ccccn2)c(OC)cc1Cl | -1 | 0.88 | -2.3 | 1 | 0 | 5 | -14 | 12 | -1
35 | CC(=O)C1=C(C)Nc2ncnn2C1c1cccc(Br)c1 (stereo not given) | 0 | 0.98 | -0.3 | 1 | 2 | -3 | 8 | 2 | -3
36 | O=c1cc(CO)oc(CN2CCN(Cc3ccccc3)CC2)c1O | 6 | 1 | -0.4 | 0.94 | -4 | -6 | -13 | -2 | 0
37 | COc1ccc(NC(=O)CSCC(=O)Nc2cccc(S(=O)(=O)N3CCCCCC3)c2)cc1 | -12 | 1 | -0.4 | 1.1 | -1 | -4 | -2 | -3 | -1
38 | COc1ccccc1S(=O)(=O)Nc1ccc(-c2nnc3n2CCCCC3)cc1 | 2 | 0.91 | -0.9 | 0.97 | 2 | 5 | -8 | 9 | 3
39 | Cc1ccc(-c2nc(SC(C)C(=O)c3c(N)n(C)c(=O)n(C)c3=O)n[nH]2)cc1 (stereo not given) | -1 | 0.84 | -0.3 | 1 | -2 | -1 | 3 | 16 | -2
40 | COc1ccc(-n2c(=O)cc(N3CCN(Cc4ccccc4)CC3)[nH]c2=O)cc1 | 10 | 1 | 0.5 | 0.9 | -3 | -6 | -2 | 0 | -2
41 | COc1ccc(NC(=O)NC2CCCCCCC2)cc1 | 5 | 0.95 | -0.5 | 0.95 | -3 | -8 | 1 | 5 | 1
42 | O=C(CSCc1ccccc1Br)N/N=C/c1ccccc1C(=O)O | 0 | 1.1 | 1.2 | 1 | -3 | -11 | 7 | -8 | 3
43 | COC(=O)c1nnn(CC(=O)NC(=O)Nc2ccccc2F)c1C(=O)OC | 5 | 1.1 | 1.6 | 0.95 | 2 | -5 | -3 | -5 | 2
44 | O=S(=O)(Nc1ccc(O)c2ccccc12)c1ccc(Br)cc1 | -2 | 1 | · | 1 | 0 | 1 | · | -3 | -4
45 | N#Cc1ccc(CSC2=NCCN2)cc1 | 2 | 0.84 | -2.9 | 0.98 | -1 | -7 | 5 | 16 | 3
46 | Cc1nn(-c2ccccc2)c(C)c1C(=O)OCC(=O)N(C)C1CCS(=O)(=O)C1 (stereo not given) | -2 | 0.99 | 0.1 | 1 | 0 | 1 | -1 | 1 | -1
47 | Cc1cccc(NC(=O)c2ccccc2C(=O)Nc2cccc(C)c2)c1 | 3 | 1.1 | 2.2 | 0.97 | 2 | -7 | 1 | -6 | 2
48 | COc1ccc(CC(=O)OCC(=O)NCc2ccc3c(c2)OCO3)cc1OC | 1 | 1 | -0.8 | 0.99 | -2 | 7 | -5 | -4 | -4
49 | COc1cccc(CNC(=O)CN2C(=O)COc3ccc(S(=O)(=O)N4CCOCC4)cc32)c1 | -8 | 1.1 | -1.5 | 1.1 | -9 | -8 | 1 | -7 | -3
50 | CCO[C@@H]1OC(C(=O)NC2CC2)=C[C@H](C2CC2)[C@H]1CCCO | -7 | 1.1 | -1.4 | 1.1 | -4 | -8 | -11 | -6 | 3

An excerpt from above, showing only MPTP inh, mIAP act and hIAP act.
| entry | mol | MPTP inh | mIAP act | hIAP act |
| --- | --- | --- | --- | --- |
| 36 | O=c1cc(CO)oc(CN2CCN(Cc3ccccc3)CC2)c1O | -0.4 | 0.94 | 1 |
| 46 | Cc1nn(-c2ccccc2)c(C)c1C(=O)OCC(=O)N(C)C1CCS(=O)(=O)C1 (stereo not given) | 0.1 | 1 | 0.99 |

(listing goes on)
cpd	SMILES	mIAP block	hIAP act	MPTP inh	mIAP act	APOBEC3A inh	A3G deaminase	ATG4B inh	hIAP block	beta cell repl
51	CCN1CCN(S(=O)(=O)Cc2ccccc2Cl)CC1	2	0.98	0.6	0.98	-2	-10	-7	2	-3
52	COc1ccc(N2C(=O)CCC(C(=O)N3CCCCC3)C2c2ccc(OC)c(OC)c2)cc1 (stereo not given)	0	0.94	-1.1	1	3	-3	-15	6	-3
53	COCCN1Cc2cccc(C(=O)NCCCN3CCCC3=O)c2C1=O	-4	1.1	-1.9	1	-4	-7	3	-8	-1
54	COc1ccc(Cl)cc1NC(=O)CC(C)c1ccccc1 (stereo not given)	3	1.1	2.3	0.97	2	-5	7	-5	3
55	Cn1ccnc1C1CCCCN1Cc1nc(Cc2cccc(C(F)(F)F)c2)no1 (stereo not given)	3	0.99	0.7	0.97	3	-1	0	1	0
56	Cc1ccc(C)c(NC(=S)NCc2ccc3c(c2)OCO3)c1	-17	0.94	-0.8	1.2	-4	-7	-7	6	0

Records above that bear a hit mark in ATG4B inh.
| nr | structure | mIAP block | hIAP act | MPTP inh | mIAP act | APOBEC3A inh | A3G deaminase | ATG4B inh | hIAP block |
| --- | --- | --- | --- | --- | --- | --- | --- | --- | --- |
| 14 | Cc1ccccc1C(=O)NC(=S)Nc1ccc(S(=O)(=O)N(C)c2ccccc2)cc1 | 19 | 1 | 0.7 | 0.81 | -4 | -4 | 48* | -1 |
